GSK3A inh: blocks human GSK-3 alpha kinase. ADP-Glo luminescence, 60 min. inhibition, % at 10 µM. 0.1% of 320,000 active. AID 2650;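 in the data active = inhibition above about 50%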;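 note: GST-tagged GSK-3 alpha with peptide substrate and 25 µM ATP; 0% = DMSO neutral wells and 100% = GW8510 positive control wells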
Target sequence (P49840 whole entry, looked up): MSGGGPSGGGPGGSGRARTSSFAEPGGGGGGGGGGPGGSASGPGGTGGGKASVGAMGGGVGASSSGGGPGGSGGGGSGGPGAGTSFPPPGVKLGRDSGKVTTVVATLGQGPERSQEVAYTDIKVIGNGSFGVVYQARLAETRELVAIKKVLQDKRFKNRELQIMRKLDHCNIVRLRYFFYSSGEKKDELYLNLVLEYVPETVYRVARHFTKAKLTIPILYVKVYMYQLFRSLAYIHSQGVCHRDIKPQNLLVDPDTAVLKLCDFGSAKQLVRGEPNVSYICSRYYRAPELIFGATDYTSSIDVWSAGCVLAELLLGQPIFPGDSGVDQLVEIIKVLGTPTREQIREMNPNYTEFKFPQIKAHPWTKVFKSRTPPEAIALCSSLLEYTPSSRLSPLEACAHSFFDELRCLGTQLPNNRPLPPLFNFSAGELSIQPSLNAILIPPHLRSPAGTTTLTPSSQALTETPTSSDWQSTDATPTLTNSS
GSK3beta inhib: blocks human GSK3beta kinase activity; 0.038% of 300,000 active; activity score (negative = inhibition), % at 10 µM; GST-GSK3beta kinase, ADP-Glo luminescence, 60 min; hits give low values; P49841;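 active = more than half of replicate wells score below -50%, meaning over 50% inhibition versus plate controls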;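 note: 0% = median DMSO wells and -100% = median GW8510 positive control wells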
Target sequence (P49841 whole entry, looked up): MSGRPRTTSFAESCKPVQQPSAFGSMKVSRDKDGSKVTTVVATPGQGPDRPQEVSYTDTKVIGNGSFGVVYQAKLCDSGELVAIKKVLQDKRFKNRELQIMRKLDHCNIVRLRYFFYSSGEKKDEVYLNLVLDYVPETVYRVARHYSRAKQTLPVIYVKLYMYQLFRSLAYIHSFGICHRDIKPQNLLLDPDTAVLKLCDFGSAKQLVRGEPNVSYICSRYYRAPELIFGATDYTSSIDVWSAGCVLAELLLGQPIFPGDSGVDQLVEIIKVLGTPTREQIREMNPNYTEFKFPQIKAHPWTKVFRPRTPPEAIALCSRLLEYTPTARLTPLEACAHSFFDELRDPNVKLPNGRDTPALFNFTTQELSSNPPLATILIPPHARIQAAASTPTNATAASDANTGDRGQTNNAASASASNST
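Test system: GST-tagged human GSK3beta kinase, cell-free; evaluation: activity score scaled between in-plate DMSO and GW8510 controls; measured by: ADP-Glo luminescence; incubation: 60 min reaction, RT; benchmarks: DMSO and 20 µM GW8510; reagent: peptide substrate plus 25 µM ATP (final); medium: Tris/MgCl2 kinase buffer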
HSF1 activator: increases HSF-1 driven luciferase reporter signal | NIH3T3-HGL HSF-1 luciferase reporter, MG132, 8 h; 100% = twice DMSO control signal | activation, % at 9 µM | 1.7% of 300,000 active | AID 504408;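 active = mean replicate activation of at least 50% with a set share of replicates each reaching 50%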;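 note: 0% = median of the neutral control wells and 100% = twice that signal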
aSyn 5UTR inh: MLPCN primary screen, SNCA 5' untranslated region; 0.82% of 300,000 active; alpha-synuclein 5'UTR reporter, inhibitor activity; inhibition, % (tested at 7.5 µM); in the data active = inhibition above about 60%;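 note: H4 neuroglioblastoma cells stably carrying SNCA 5'UTR luciferase fusion; 0% = DMSO wells and 100% = positive control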
IEC-6 cytotox: IEC-6 cytotoxicity, counter-screen for KLF5 inhibitors; luminescence viability; inhibition, % at 5 µM; 0.78% of 290,000 active; in the data active = inhibition above about 22%;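 note: 0% = plate median of test compound wells and 100% = cytotoxic reference compound wells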
HSF1 inhib: HSF1 inhibition | NIH3T3-HGL HSE-luciferase, MG132-induced, luminescence 8 h; hits give low values | activity change, negative = inhibition, % at 7.5 µM (by protocol) | 0.77% of 300,000 active;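 active = more than half of replicate wells show activity change below -50%, luminescence cut by over half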;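 note: luciferase reports HSF-1 transcriptional activity via heat shock element; 0% = median of DMSO wells and -100% = zero luminescence signal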
Platelet DG rel: modulates dense granule release in human platelets. human platelet-rich plasma, SFLLRN dense granule ATP release, luminescence. inhibition, %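 (compounds screened at 7.5 µM in platelet-rich plasma)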. 0.22% of 300,000 active. AID 1663;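 active = mean replicate score, as percent of positive control, at or above 50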
HSP90 refold inh: inhibitors of HSP90 luciferase refolding in rabbit reticulocyte lysate. luciferase refolding luminescence, 3 h. AID 1789. inhibition, % at 5.6 µM. 0.91% of 290,000 active;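 active = inhibition above the screen-wide mean plus 3 SD, computed separately per campaign, cut at about 16% in these data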;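 note: 0% = DMSO wells and 100% = 60 µM geldanamycin wells; inhibitors lower the luminescence because luciferase stays unfolded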
DYRK1A inh: Dyrk1A (rat) kinase inhibition. AID 504441. 0.43% of 310,000 active. ADP-Glo luminescence, NFATc1 peptide. inhibition, % at 12.5 µM. Q63470; in the data active = inhibition above about 50%;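 note: plate controls were vehicle with enzyme for no effect and no enzyme for full effect; many of its hits are not listed in these tables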
KLF5 inhibitor: kruppel-like factor 5 inhibition | DLD-1 KLF5 promoter-luciferase reporter, luminescence | inhibition, % at 5 µM | 0.23% of 290,000 active;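 active = inhibition above a per-plate limit of that plate's mean compound inhibition plus 3 SD, cut at about 60% in these data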;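 note: 0% = DMSO wells and 100% = LY294002 at 200 µM; higher means less KLF5 promoter-driven luciferase light; inactives centre near -14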
Active calls of the source: *; . = not tested or not shown.

Structure	GSK3A inh	GSK3beta inhib	HSF1 activator	aSyn 5UTR inh	IEC-6 cytotox	HSF1 inhib	Platelet DG rel	HSP90 refold inh	DYRK1A inh	KLF5 inhibitor
CN1CCN(/N=C2/C(=O)Nc3ccc([N+](=O)[O-])cc32)CC1	28	-64*	24	16	6	3	-3	-4	18	-14
C=CCN1C(=O)C2(C(C#N)=C(N)Oc3n[nH]c(CCC)c32)c2ccccc21 (centres undefined)	2	1	-2	7	3	1	-3	5	2	-6
Cc1nnc(N2C(=O)C(O)=C(C(=O)c3ccco3)C2c2ccc(C(C)(C)C)cc2)s1 (centres undefined)	.	-6	7	-41	5	7	52*	0	0	-20
COc1ccc(C=O)cc1COc1ccccc1F	0	-1	-7	17	0	-9	7	-1	0	9
O=C(O)c1ccccc1N=Nc1ccc(O)cc1	0	0	-5	-1	.	-1	0	.	8	.
Cc1ccc(NS(=O)(=O)c2ccc(CCC(=O)O)cc2)cc1	-4	1	-6	18	0	-3	-1	3	-4	-3
Cc1c(C)c2c(C)[nH]nc2oc1=O	0	-3	6	-3	-2	-7	-21	-5	2	-11
Cn1cccc1C(C(=O)NC1CCCCC1)N(C(=O)Cc1cccs1)C1CC1 (centres undefined)	1	2	3	7	-7	-7	2	3	-6	5
C/C(=N/NC(=O)c1cccs1)c1ccc(NC(=O)COc2ccc(Cl)cc2)cc1	0	1	9	-35	-2	1	4	0	7	-119
COc1ccc(NC(=O)C2CC(=O)OC2c2ccccc2)cc1 (centres undefined)	-3	1	-9	15	2	-6	-13	7	-2	-15
CC(C)c1ccc(-n2ccnc2SCC(=O)O)cc1	-2	0	-1	13	9	-2	-1	-1	.	-13
COc1cc2[nH]c(C(=O)N3CCN(c4ccc(F)cc4)CC3)cc2c(OC)c1OC	-3	-1	6	8	7	6	-2	-3	4	-6
CCCc1nc2ccc(NC(C)=O)cc2c(=O)n1Cc1ccccc1Cl	1	-3	29	-30	2	6	-5	2	5	-24
Cc1ccc(S(=O)(=O)N2CCC(C(=O)OCC(=O)N3CC(C)CC(C)C3)CC2)cc1C (centres undefined)	0	0	1	16	.	-6	13	.	-5	.
CCc1nc(CN2CCN(c3ccc(C(F)(F)F)cn3)CC2)c(C)[nH]1	1	-1	10	-20	1	0	-4	0	0	-21
CN1/C(=C\C(=O)c2ccco2)C(C)(C)c2ccccc21	3	-1	-8	4	9	-10	3	1	-83	-6
O=C(CCc1ccccc1)N1CCCN(C(=O)CCc2ccccc2)CC1	-2	3	-5	-7	-4	-1	0	-3	3	-13
CC1CCCC(C)N1C(=O)CSc1nnc(C2CCCCC2)o1 (centres undefined)	0	-3	32	-13	3	15	-2	0	1	-23
COc1ccc(F)cc1C(=O)C1CCCN(C(=O)c2ocnc2C)C1 (centres undefined)	2	1	-11	20	1	-2	-9	1	13	-8
COc1ccc(NC(=O)CSc2nnc(CNC(=O)COc3ccc(Cl)cc3)o2)c(OC)c1	-10	2	2	6	-2	-1	-6	0	-1	-8
O=C(O)C1CCC(=O)N1C1c2ccccc2Oc2ccccc21 (centres undefined)	.	1	13	5	-2	1	-2	2	-1	-27
COCCNC(=O)/C(C#N)=C/c1cccs1	0	-2	.	.	-10	.	.	-1	2	-17
O=C1CCn2nc(-c3ccc(Cl)cc3)cc2N1	0	-1	5	-45	-7	14	4	-9	0	-80
Cc1cc(C(=O)Nc2ccc(S(=O)(=O)N3CCOCC3)cc2)ccc1[N+](=O)[O-]	2	-4	3	-8	-5	9	0	-1	22	-30
Cc1cnc(NC(=O)CSc2ccccc2)s1	-1	0	7	-108	2	-1	9	0	-5	-83
CCN1C(Nc2ccccc2)=NC[C@@H]1Cc1ccccc1	-1	1	-3	-1	-1	-4	-2	-6	-6	-2
CCC1CCCCN1C(=S)Nc1ccc(C(C)=O)cc1 (centres undefined)	-1	-23	-11	-30	-2	-14	-6	-6	1	-18
COc1ccc(/C=C/c2cc(C(F)(F)F)[nH]c(=O)n2)cc1OC	0	-2	23	-32	-2	22	-2	0	1	-22
COCc1cc(=O)[nH]c(N2CCN(c3ccccc3OC)CC2)n1	4	-2	-12	-8	-2	1	7	2	.	7
COc1ccc2[nH]c(=O)c(CN(Cc3nnnn3CCc3ccccc3)CC3CCCO3)cc2c1 (centres undefined)	1	2	9	18	5	0	2	3	5	-12
Cc1cc(C)n(S(=O)(=O)c2cccc([N+](=O)[O-])c2)n1	-2	2	-5	13	-6	-6	-1	0	-3	-34
Cc1ccsc1CN1CC(=O)N(c2c(C)cccc2C)C1=S	9	3	-5	24	-8	3	-15	-4	.	4
COC(=O)c1sccc1NC(=O)CSCCc1ccncc1	.	1	-4	0	2	3	-3	0	-4	-15
CC1CCCCN1S(=O)(=O)c1ccc2c(c1)C(C)(C)C(=O)N2C (centres undefined)	0	1	2	24	0	-5	5	-7	0	-21
COc1ccc(CNC(=O)Nc2ccc3c(c2)N(C)C(=O)CS3)cc1	1	-2	0	24	0	16	2	1	-1	0
N#Cc1cc(-c2ccc(Cl)cc2)cn(Cc2c(Cl)cccc2Cl)c1=O	0	1	-3	-13	5	-6	-27	4	-4	-14
COc1cc(-c2noc(CCCC(=O)Nc3ccc(C(N)=O)cc3)n2)cc(OC)c1OC	0	2	-3	19	-6	-6	9	3	.	-41
CN(C)S(=O)(=O)c1cccc(C(=O)OCC(=O)c2c(N)n(C)c(=O)n(C)c2=O)c1	-1	1	12	0	-2	-11	22	-4	-4	-5
CC(=O)N=C1SC2CS(=O)(=O)CC2N1c1ccccc1Cl (centres undefined)	-1	1	-4	-8	-1	6	11	2	0	1
O=C(NC1CCCC1)C(c1ccc(F)cc1)N(C(=O)c1csnn1)C1CC1 (centres undefined)	-3	2	0	20	-2	0	3	-2	-5	10
CC(NS(=O)(=O)c1ccc(OCC(=O)NCc2ccncc2)cc1)c1ccccc1 (centres undefined)	-1	0	-10	-6	-4	-2	-5	1	-4	3
CN(C)CCNc1nc2sc3c(c2c(=O)n1-c1ccc(F)cc1)CCCCC3	1	7	0	6	0	2	-2	4	2	2
COc1ccc(NC(=O)c2cc3ccccc3[nH]2)cc1	10	-3	1	-228	4	5	-4	0	.	-171
COc1ccc(N(CC(=O)N2CCN(c3ccccc3)CC2)S(=O)(=O)c2ccc(C)cc2)cc1	-5	4	8	4	-2	1	4	-4	-6	-26
NC(=O)C1CCN(C(=O)c2cnn(-c3ccccc3)c2NC(=O)c2ccco2)CC1	0	1	-21	17	2	0	-6	-2	-5	-7
CCOC(=O)c1sc(N)c(C#N)c1COC(=O)CNC(=O)c1ccccc1	-2	0	2	-7	-4	3	6	-2	0	-13
O=C(Nc1ccc2nc(-c3ccc(Br)o3)[nH]c2c1)c1ccco1	2	-5	26	-106	2	20	-3	-3	15	-90
CCN(Cc1ccncc1)C(=O)c1ccco1	0	1	-4	1	-9	-4	-3	-1	3	-16
Cc1cc(C)nc(N2CCC(CNC(=O)CCc3ccccc3)CC2)n1	0	-2	0	7	-4	-2	.	1	8	-5
COc1ccccc1/C=N/Nc1cc(C)nc(N2CCOCC2)n1	0	-5	28	-22	1	6	8	-2	0	-41
CC(=O)c1cccc(NC(=O)CSCc2ccccc2)c1	-1	0	4	-100	3	-4	-1	-3	6	-68
CCN(CC)CCNc1ccc2nnc(CCNS(=O)(=O)c3ccc(C)cc3)n2n1	-3	2	0	-18	0	-12	-3	-8	3	-1
CC1(C)C2CCC1(CS(=O)(=O)NCc1ccc(C(F)(F)F)cc1)C(=O)C2 (centres undefined)	0	2	11	13	-5	-2	2	-1	.	-63
CCOc1ccc(NC(=O)CN2C(=O)NC(CCc3ccccc3)C2=O)cc1OCC (centres undefined)	-5	.	-1	.	.	-1	.	.	-3	.
CSc1nc(-c2ccccc2)[nH]c(=S)c1C(C)=O	-1	1	-6	11	1	1	-3	5	-2	-4
NC(=S)NC1CCS(=O)(=O)C1 (centres undefined)	-1	0	3	5	3	3	1	-3	-3	24
O=C(Nc1nonc1NC(=O)c1cccs1)c1cccs1	-1	0	21	-5	-4	-5	-8	-2	-1	-16
COc1ccc(S(=O)(=O)N(CC(=O)N2CCCCCC2)c2ccccc2OC)cc1	1	0	-10	4	-7	-3	0	-5	-2	-10
Cc1ccc(/C=N/N2C(=O)c3ccccc3NC2c2ccc(C)cc2)cc1 (centres undefined)	-1	1	55*	-84	14	29	-3	-2	2	-3
Cc1cccc(N2CCN(c3ccc(NC(=O)/C=C(/C(=O)O)c4ccccc4)cc3)CC2)c1	12	3	3	-23	1	-9	-7	-2	3	-17

Further results.
Structure	GSK3A inh	GSK3beta inhib	HSF1 activator	aSyn 5UTR inh	IEC-6 cytotox	HSF1 inhib	Platelet DG rel	HSP90 refold inh	DYRK1A inh	KLF5 inhibitor
CCOC(=O)C1CCN(S(=O)(=O)c2c(C(=O)N3CCCCC3)c(C)n(C)c2C)CC1	-1	1	-7	20	-1	-4	9	-4	-3	-8
Cc1[nH]nc(SCC(=O)NC2CCCC2)c1[N+](=O)[O-]	-1	-3	-12	-4	2	-2	5	-3	2	-23
O=C(/C=C/c1ccc(Cl)cc1Cl)NC(=S)Nc1ccc(CN2CCOCC2)cc1	-3	-7	28	-71	1	15	-2	3	13	-17
CCn1cc(/C=C(\NC(=O)c2cc(OC)c(OC)c(OC)c2)C(=O)N2CCN(C)CC2)c2ccccc21	-2	2	-1	15	7	-2	-6	4	.	-5
O=C(CSc1nnc2ccc(-c3cccnc3)nn12)Nc1ccccc1	0	-4	1	7	.	-4	-1	.	0	.
COc1ccc(F)c(C2C(C#N)=C(N)Oc3n[nH]c(C(C)(C)C)c32)c1 (centres undefined)	-2	-4	21	7	0	16	2	4	2	-2
O=C(OCC#CCSc1nnc(-c2ccc([N+](=O)[O-])cc2)o1)c1cccs1	0	0	12	-2	2	0	1	-2	-9	15
O=C(COc1ccc(Cl)cc1Cl)Nc1nc2n(n1)C(c1ccccc1)CC(=O)N2 (centres undefined)	0	-1	-5	16	-4	-5	12	0	-8	-7
Cn1ccc(=S)c2ccccc21	2	1	5	-1	-5	-3	8	-3	14	-25
CC(C)c1ccc(-c2nc(N3CCCCCC3)nc3n[nH]c(N)c23)cc1	.	3	-1	16	-3	-1	-2	2	6	-20
COc1ccc(-n2c(=S)[nH]c3ccccc32)cc1	-2	1	-3	-19	0	0	-3	-6	-11	-77
CCN1CCCC1CNC(=O)Cn1cccc1C(=O)c1ccccc1C (centres undefined)	.	1	13	-11	2	-2	-8	-2	-2	-21
CCOc1ccc(NC(=S)N(CCc2c(C)[nH]c3ccc(C)cc23)Cc2cccnc2)cc1	-1	-2	10	9	7	6	-11	-3	-3	11
COC(=O)Nc1nnc(-c2ccncc2)s1	-1	-17	-2	-21	6	-1	-3	1	38	-2

Bioassay records: PubChem, several laboratories

A portion of the library. The share of hits here may be higher or lower than overall.
